ADAM10 inh: ADAM10 inhibition, QFRET primary screen; recombinant ADAM10, EDANS/DABCYL FRET peptide cleavage, 3 h; inhibition, % at 7 µM; 370,000 tested, 0.62% active;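 active = inhibition above a per-campaign cutoff equal to the mean of compounds falling between control-based bounds plus 3 SD, cut at about 20% in these data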;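 also: 0% = DMSO wells while the 100% control is not disclosed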
SMARCA2 activ: increases SMARCA2 function in MMTV reporter cells | MG213 cells, MMTV-luciferase reporter, dexamethasone, overnight | activation, % at 9.1 µM | 370,000 tested, 1% active; in the data active = activation above about 7.8%;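 also: 0% = vehicle wells and 100% = reference activator wells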
GC-B act: GC-B (human) receptor activation. P20594. HEK293-GC-B cells, CNP EC30, cGMP TR-FRET; 0% at EC30 CNP, 100% saturating CNP. activation, % at 10 µM. 370,000 tested, 0.11% active. AID 1920062;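 active = activation at 10 µM reaching about 35% in either raw or pattern-adjusted values, limit read from the data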
DAX1 inh-1: DAX1 (NR0B1) inhibition, primary screen. HEK293T StAR-luciferase reporter, SF-1/DAX-1 repression relief. inhibition, % at 6.8 µM. 370,000 tested, 1.1% active. AID 652010;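 active = inhibition above the mean over all tested compounds plus 3 SD, cut at about 3.6% in these data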;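 also: 0% = DAX-1 cells with DMSO and 100% = cells lacking DAX-1 with DMSO; higher inhibition means more luminescence from relief of DAX-1 repression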
FXN GAA850 act: increases GAA850 frataxin promoter reporter activity. HEK293 lucGAA850 FXN promoter luciferase reporter, 24 h; percent of 10 µM SAHA response. activation, % at 6 µM. 360,000 tested, 0.56% active. AID 540364;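 active = activation above the average of all compounds screened plus 3 SD, cutoff fixed separately per campaign, cut at about 7.5% in these data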;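 also: 0% = DMSO wells and 100% = 10 µM SAHA wells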
hgDAF12 agonist: activates the H. glycines DAF-12 receptor ligand-binding domain. HEK293 GAL4-hgDAF12 UAS-luciferase reporter, agonist luminescence; normalized to butyrate control. AID 687014. 370,000 tested, 1.8% active. activation, % at 6.8 µM;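 active = activation above a cutoff set at the mean of all screened compounds plus 3 SD, cut at about 10% in these data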;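 also: 0% = DMSO wells and 100% = sodium butyrate wells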
ssDAF-12 act: activators of S. stercoralis DAF-12 nuclear receptor. HEK293 ssDAF-12/GRIP1 lit1-tk-luc reporter, luminescence; % of 3 µM dafachronic acid response. activation, % at 6.8 µM. 370,000 tested, 1% active;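 active = activation above the mean over all tested compounds plus 3 SD, cut at about 0.9% in these data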;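 also: 0% = DMSO-only wells and 100% = 3 µM delta7-dafachronic acid wells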
DAX1 inh-2: inhibits human nuclear receptor DAX1 | P51843 | HEK293 Gal4-DAX1 luciferase reporter, luminescence | inhibition, % at 6.75 µM | 340,000 tested, 0.99% active | AID 504766;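 active = inhibition above the mean over all tested compounds plus 3 SD, cut at about 4.2% in these data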;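 also: 0% = DAX1-transfected cells with DMSO and 100% = empty-vector control cells with DMSO; inhibition shows as a rise in luminescence from relieved DAX1 repression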
Target sequence (P51843 207-470 limits assumed): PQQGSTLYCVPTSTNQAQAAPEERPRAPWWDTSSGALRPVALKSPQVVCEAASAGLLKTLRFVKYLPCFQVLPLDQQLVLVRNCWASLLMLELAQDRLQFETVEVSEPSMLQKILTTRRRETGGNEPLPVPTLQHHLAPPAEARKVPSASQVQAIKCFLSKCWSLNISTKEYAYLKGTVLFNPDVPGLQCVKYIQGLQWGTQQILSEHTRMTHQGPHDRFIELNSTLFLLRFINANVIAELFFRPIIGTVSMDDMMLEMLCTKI
hcDAF12 agonist: H. contortus DAF-12 activation, primary screen; HEK293 hcDAF-12 lit1-tk-luc reporter, luminescence; 0% DMSO, 100% Δ7-dafachronic acid; activation, % at 6.8 µM; 370,000 tested, 1.4% active; AID 652067;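 active = activation above the mean of all tested compounds plus 3 SD, cut at about 5.5% in these data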;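 also: 100% = response to 3 µM Δ7-dafachronic acid high control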
NPR1 activator: GC-A (human) enzyme activation; P16066; HEK293 GC-A cells, cGMP TR-FRET, EC30 ANP; 0% at EC30 ANP, 100% saturating ANP; activation, % at 10 µM; 370,000 tested, 0.14% active; in the data active = activation above about 40%
sPLA2-III inh: Inhibits HGIII-sPLA2 liposome hydrolysis, primary screen; Q9NZ20; 370,000 tested, 0.56% active; QFRET BODIPY PC-A2 liposome hydrolysis, fluorescence; AID 743126; inhibition, % at 12.2 µM;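 active = inhibition above mean plus 3 SD of compounds lying within the high and low control bounds, cut at about 19% in these data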;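 also: 0% = median of test compound wells and 100% = no enzyme DMSO wells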
Target sequence (Q9NZ20 whole entry, looked up): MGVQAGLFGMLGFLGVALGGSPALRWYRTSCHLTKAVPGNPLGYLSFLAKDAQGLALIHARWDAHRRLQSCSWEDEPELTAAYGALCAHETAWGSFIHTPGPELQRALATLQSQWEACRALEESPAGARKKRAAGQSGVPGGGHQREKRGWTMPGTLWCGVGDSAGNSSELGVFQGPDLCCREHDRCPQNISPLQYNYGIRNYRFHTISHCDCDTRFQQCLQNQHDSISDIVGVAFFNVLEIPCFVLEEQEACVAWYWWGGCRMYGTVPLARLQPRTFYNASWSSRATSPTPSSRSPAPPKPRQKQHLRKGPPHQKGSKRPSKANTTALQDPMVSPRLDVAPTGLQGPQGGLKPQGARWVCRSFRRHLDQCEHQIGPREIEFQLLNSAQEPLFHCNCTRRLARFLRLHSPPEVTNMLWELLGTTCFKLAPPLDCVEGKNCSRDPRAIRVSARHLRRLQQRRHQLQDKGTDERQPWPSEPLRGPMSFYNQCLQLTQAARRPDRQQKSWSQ
The depositor's hits bear a star; i = inactive; · = not tested or not shown.

SMILES	ADAM10 inh	SMARCA2 activ	GC-B act	DAX1 inh-1	FXN GAA850 act	hgDAF12 agonist	ssDAF-12 act	DAX1 inh-2	hcDAF12 agonist	NPR1 activator	sPLA2-III inh
CCOC(=O)C1=CCN(S(=O)(=O)c2ccc(F)cc2)C1c1cccc(C)c1 (stereo unspecified)	5.2	-1.8	-6.8	-0.2	·	-5.4	-1.0	·	-1.2	-3.4	-13.1
CC(C)(C)c1csc(NC(=O)CSC2=NCCS2)n1	2.4	-1.9	4.0	-0.8	3.0	1.5	-1.1	-1.1	-0.8	-3.8	-12.0
COc1ccc(C2=NCCc3cc(OC)c(OC)cc32)cc1	-36.9	-2.3	-4.3	-0.3	1.2	-1.9	-1.8	1.2	-2.6	3.4	9.6
C=CCC(CC=C)(NC(=O)c1ccccc1C)c1ccccc1	0.1	-4.6	-7.3	0.1	-4.0	-1.3	-0.8	0.7	-1.5	-1.2	10.6
COc1ccc(CNC(=O)c2cc(C)nn2-c2ccccc2)cc1	1.7	0.7	2.9	0.1	0.1	-2.1	-1.1	6.7*	-0.1	2.5	0.7
Cc1cc2ccccc2n1CCNC(=O)c1ccc(Br)o1	-10.3	0.1	0.1	3.2	6.5	2.5	0.2	2.5	8.0*	2.6	1.6
COc1cccc(CNc2nc3cc(-c4ccc(OC)cc4C)sc3c(=O)n2C)c1	-4.9	-5.5	1.4	-0.9	-0.3	1.5	-1.8	·	-3.7	2.6	-35.5
CCOc1cccc(NC(=O)CC#N)c1	-0.9	-0.6	0.3	-0.4	-1.4	0.9	-1.0	0.1	-0.2	-4.6	-20.0
Cc1ccccc1-n1c(C)nnc1SCC(=O)NCC1CCCO1 (stereo unspecified)	-6.1	-1.8	2.0	0.1	-0.5	0.1	-1.3	-0.3	2.5	-2.5	1.1
Cc1nc(Cl)c2oc3ccccc3c2n1	5.6	-2.5	27.6	0.2	4.0	-0.1	-0.2	2.4	0.8	41.1*	7.8

Copied from the list:
`CCOc1cccc(NC(=O)CC#N)c1` in DAX1 inh-1 has -0.4
`C=CCC(CC=C)(NC(=O)c1ccccc1C)c1ccccc1` in ADAM10 inh has 0.1

(cont.)
SMILES	ADAM10 inh	SMARCA2 activ	GC-B act	DAX1 inh-1	FXN GAA850 act	hgDAF12 agonist	ssDAF-12 act	DAX1 inh-2	hcDAF12 agonist	NPR1 activator	sPLA2-III inh
O=C(CN1C(=O)NC2(CCCC2)C1=O)Nc1ccccc1F	-6.6	3.6	7.6	0.4	-2.1	-0.5	-1.9	0.5	-1.8	-0.3	0.3
Cc1nn2c(N3CCCC3)cc(C(C)C)nc2c1-c1ccccc1	-23.2	-3.3	-3.7	0.4	2.0	1.1	-1.2	-0.2	0.3	-6.2	13.7
COc1ccc(/C=c2\sc3nc(=O)c(C)nn3c2=O)c(OC)c1	-1.9	-2.1	-6.3	-0.5	-1.2	1.0	-0.8	2.4	-1.6	-2.8	0.4
O=C(O)c1cn[nH]c1-c1cccc([N+](=O)[O-])c1	-0.3	-1.2	4.5	0.1	0.5	-2.5	-0.8	0.6	1.5	-1.3	-0.2
Cc1cc(-n2c(SCC(=O)Nc3ccc(F)c(F)c3)nc3n[nH]c(C)c3c2=N)ccc1Cl	-7.6	1.1	-3.6	-0.3	-3.6	-0.4	-1.5	1.8	-0.8	-17.1	0.4
N#Cc1ccc(Sc2nc3ccccc3[nH]2)cc1C#N	0.8	2.1	2.5	-0.9	-2.2	-2.7	-0.9	-0.6	-2.2	6.2	-3.1
CC(C)C[C@H](NC1(C(=O)NC2CCCCC2)CCN(C(=O)OC(C)(C)C)CC1)C(=O)NCCc1c[nH]c2ccccc12	4.5	·	2.1	·	·	-1.4	0.7	·	0.5	-1.3	-78.1
Cc1ccc(NC(=O)C2OCCc3ccccc32)cc1C (stereo unspecified)	-7.1	-0.7	4.6	2.2	2.8	11.0*	-0.8	1.9	2.5	-1.2	3.8
CC1CCCC(NC(=O)CNCc2ccccc2F)C1C (stereo unspecified)	-1.0	-1.3	-2.0	-0.1	1.3	2.6	-1.6	0.2	-0.6	-0.9	2.9
CCOC(=O)N1CCC(N2Cc3cccc(C(=O)NCc4ccc(C)cc4)c3C2=O)CC1	-3.6	4.7	-4.1	-0.1	0.1	3.3	-0.8	0.8	1.1	3.5	4.2
CNC(=O)NC(=O)C(C)OC(=O)c1ccc(Cl)c(S(=O)(=O)Nc2ccc(F)cc2)c1 (stereo unspecified)	8.5	-1.8	1.9	1.4	3.7	-1.0	-0.9	-0.3	-0.1	-0.3	-8.3
Clc1ccc(Cc2nnc(-c3ccccc3Br)o2)cc1	-7.4	0.6	-4.6	1.0	1.4	2.6	-0.9	-0.1	-2.0	1.4	3.7
O=C(O)CN(C1CCCCC1)S(=O)(=O)c1ccc(F)cc1	-4.2	-5.8	-2.2	-0.2	0.5	-0.2	-1.5	0.8	-1.6	-1.0	8.0
CN1CCN(C(=O)C2CC(=O)N(c3ccc(Cl)cc3)C2)CC1 (stereo unspecified)	-7.9	-1.2	2.8	-0.6	-0.6	1.4	-0.6	1.5	-0.9	5.6	5.7
Cc1ccc(NC(=O)[C@@]2(CC(=O)O)CC(/C=C/c3ccccc3)=NO2)c(C)c1	1.8	1.6	5.0	-0.3	0.5	0.9	-0.9	0.3	-0.2	1.5	-3.0
CC(C)CN(CCCNC(=O)CN1C(=O)COc2ccc(S(=O)(=O)N3CCCC3)cc21)CC(C)C	-6.3	-2.0	0.9	-0.6	0.9	-0.4	-0.8	0.4	-0.3	7.8	4.7
CCC1c2ccc(C)n2CCN1C(=O)Nc1ccccc1C(=O)OC (stereo unspecified)	-35.5	-0.9	-3.1	0.0	-1.3	-0.9	-1.4	1.1	-0.1	1.1	-3.9
C[C@@H]1CN([C@@H](C)CO)C(=O)CCCn2nncc2CO[C@@H]1CN(C)C(=O)Nc1ccccc1	6.0	-3.5	1.2	1.2	-2.9	-0.9	-1.1	-0.3	0.2	1.6	2.3
Nc1cc(N)nc(SCC(=O)Nc2ccccc2N2CCOCC2)n1	7.0	3.4	-3.4	0.1	1.9	-1.7	-1.7	-0.7	-1.3	0.4	-1.2
Cc1cccc(/C=N\NC(=O)c2ccccc2-n2cccc2)c1	4.1	-4.1	0.3	0.2	0.7	-0.8	-1.2	0.0	0.4	-3.2	-9.1
COC(=O)Cn1c(C(=O)N2CCCC2)cc2c1C[C@H]1CN(C(=O)c3ccccc3)[C@@](Cc3ccc(OC)cc3)(C(=O)OC)[C@@H]21	-5.8	-0.6	2.9	-0.1	·	-2.3	-1.5	·	-0.6	3.2	-11.6
Cc1ccc(OCCC(=O)Nc2ccccc2C(=O)NC2CC2)cc1	-10.8	0.3	-2.5	-0.7	-0.3	-3.0	-0.3	0.7	0.0	-1.4	10.8
COc1ccc(-c2nnc(SCC(=O)OC3CCCCC3)o2)cc1OC	11.3	2.8	-7.0	0.1	0.0	0.2	-1.5	0.4	1.8	4.7	3.5
COC(=O)c1cc2ccc(OC)cc2c2cc(OC)c(OC)cc12	i	-0.4	-6.8	-2.8	-3.9	6.5	-1.6	-2.5	-2.0	-4.1	-10.5
Cc1nc(N)nc(N)c1-c1ccc(Cl)c(Cl)c1	-8.5	-3.7	5.2	-4.7	-4.9	-11.5	0.1	-4.2	-0.5	4.2	2.7
CCCc1nnc(SCC(=O)Nc2ccc(OC)cc2)o1	2.7	0.2	3.0	-0.7	0.0	4.0	-1.1	-0.4	2.8	1.0	-5.1
O=S1(=O)CCO[C@H]2Cc3ccccc3[C@H]2N1Cc1cccc(F)c1	3.3	2.7	1.5	0.0	0.6	-0.2	-1.4	0.9	-0.5	-1.3	-2.9
CCOC(=O)C1/C(=N\O)CC(C)(O)C(C(=O)OCC)C1c1ccc(OC)c(OC)c1 (stereo unspecified)	5.5	3.0	2.0	0.3	-1.9	-0.5	-1.4	0.3	0.3	-2.0	-0.6
COc1ccc(NC(=O)C2CCC(C)(C(=O)O)C2(C)C)cc1 (stereo unspecified)	1.6	-0.8	-4.8	0.4	-0.3	-0.1	-1.0	-0.6	1.2	-2.3	2.6
O=C(Nc1cccnc1Cl)c1cc([N+](=O)[O-])ccc1Cl	0.8	3.0	-8.4	-0.1	-0.8	2.8	-2.2	0.8	0.1	-3.3	0.8

Arranged by the number under SMARCA2 activ (highest first): some entries from above.
canonical_smiles,ADAM10 inh,SMARCA2 activ,GC-B act,DAX1 inh-1,ssDAF-12 act,DAX1 inh-2,hcDAF12 agonist,NPR1 activator,sPLA2-III inh
COC(=O)c1cc2ccc(OC)cc2c2cc(OC)c(OC)cc12,i,-0.4,-6.8,-2.8,-1.6,-2.5,-2.0,-4.1,-10.5
COC(=O)Cn1c(C(=O)N2CCCC2)cc2c1C[C@H]1CN(C(=O)c3ccccc3)[C@@](Cc3ccc(OC)cc3)(C(=O)OC)[C@@H]21,-5.8,-0.6,2.9,-0.1,-1.5,·,-0.6,3.2,-11.6
COc1ccc(NC(=O)C2CCC(C)(C(=O)O)C2(C)C)cc1 (stereo unspecified),1.6,-0.8,-4.8,0.4,-1.0,-0.6,1.2,-2.3,2.6

Further records follow:
SMILES	ADAM10 inh	SMARCA2 activ	GC-B act	DAX1 inh-1	FXN GAA850 act	hgDAF12 agonist	ssDAF-12 act	DAX1 inh-2	hcDAF12 agonist	NPR1 activator	sPLA2-III inh
CCOC(=O)CCCCC(=O)c1[nH]c(=O)[nH]c1CSc1nc(-c2ccccc2)c(C#N)c(=O)[nH]1	7.7	-0.5	1.5	1.7	0.5	2.1	-0.8	-1.1	0.4	-2.7	-8.8
C[C@@H]1[C@@H](O)C[C@@]2(C[C@H](O)c3cc(Cl)cc(Cl)c3O2)O[C@H]1c1ccccc1Cl	25.8*	-1.5	-10.2	0.2	·	0.7	-1.0	·	-0.9	-8.6	-21.3
COc1ccc(NC(=O)c2cc(C3CCCCN3S(=O)(=O)c3cccs3)on2)c(C)c1 (stereo unspecified)	15.1	-3.0	1.1	-1.6	-0.4	-4.4	-1.2	·	-1.7	1.5	-8.2
COC(=O)NC(NS(=O)(=O)c1ccccc1)(C(=O)OC)C(F)(F)F (stereo unspecified)	9.5	3.8	4.4	0.4	-0.4	1.8	-0.9	-0.5	0.5	-2.8	-2.5
CC(=O)Nc1cccc(NC(=O)CSc2nccn2Cc2ccc(F)cc2)c1	-1.2	1.0	1.5	-1.6	0.1	1.0	-1.8	-0.4	-3.0	1.4	-2.2
Cc1ccccc1C(=O)N1CCC(C(=O)Nc2ccc3c(c2)OCCO3)CC1	0.7	2.1	0.9	-0.7	-1.0	-3.3	-0.7	-1.4	-1.4	-1.8	3.0
